Assay outcomes as filed in PubChem BioAssay.
H9c2 protect: cardioprotection against H2O2-induced cell death, primary screen, uHTS, H9c2 cells, ATPLite luminescence. 0.63% of 360,000 active. protection from H2O2 cell death, % at 20 µM. AID 588492, 2011. H9c2 cardiomyocytes, H2O2 injury protection, 2 h;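 active = compounds giving at least 50% protection of heart cells from peroxide-induced death in the single-dose screen, raw or plate-pattern-corrected value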;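 note: 0% = DMSO wells with peroxide and 100% = DMSO wells without peroxide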
PDI inh: inhibitors of human PDI, primary screen, biochemical, turbidity, single point, plate reader; 0.052% of 350,000 active; inhibition, % at 10 µM; PDI insulin aggregation turbidity, A650, 90 min; Protein disulfide-isomerase (Homo sapiens), P07237;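 active = mean inhibition across replicates of 30% or more, whatever share of single replicates reach that level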;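 note: absorbance from insulin aggregation driven by PDI reduction with DTT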
Target sequence (P07237 whole entry, looked up): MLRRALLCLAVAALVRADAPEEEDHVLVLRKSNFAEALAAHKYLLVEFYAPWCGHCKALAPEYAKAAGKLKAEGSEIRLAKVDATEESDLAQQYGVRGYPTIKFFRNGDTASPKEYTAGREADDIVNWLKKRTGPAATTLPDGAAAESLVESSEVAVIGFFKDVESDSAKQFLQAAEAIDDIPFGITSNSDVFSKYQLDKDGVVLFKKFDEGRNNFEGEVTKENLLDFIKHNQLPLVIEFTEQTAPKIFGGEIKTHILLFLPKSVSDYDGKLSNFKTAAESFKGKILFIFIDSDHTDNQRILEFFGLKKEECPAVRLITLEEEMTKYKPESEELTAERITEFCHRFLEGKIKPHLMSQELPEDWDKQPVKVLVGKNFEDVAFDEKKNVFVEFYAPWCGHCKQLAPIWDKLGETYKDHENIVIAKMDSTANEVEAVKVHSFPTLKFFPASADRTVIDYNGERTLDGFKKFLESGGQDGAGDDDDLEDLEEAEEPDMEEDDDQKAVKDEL
HIF-2a inh: HIF-2a reporter inhibitors, primary screen, luminescence, 786-0 RCC cells. 786-0 RCC cells HIF-2a reporter, luciferase luminescence, overnight. inhibition, % at 18.8 µM. 0.72% of 360,000 active. AID 624352, 2012;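 active = inhibition of the luminescence signal of 40% or more relative to plate controls, in a single-dose primary screen at 18.75 µM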
hiPSC survival: enhancers of single-cell hiPSC survival, primary screen, ATPlite luminescence; 100% = ROCK inhibitor wells, 0% = DMSO; survival enhancement, % at 20 µM; 0.044% of 360,000 active; AID 602274, 2012; in the data active = survival enhancement above about 18%;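 note: cells exposed to compounds for 16 hours before the ATP read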
NR2E3 ag-1: NR2E3 agonists in two-hybrid cells, primary screen, cell-based, luminescence, CHO-S, Gal4-NCOR/VP16-NR2E3; Photoreceptor-specific nuclear receptor (Homo sapiens), Q9Y5X4; luciferase; inhibition of corepressor binding, % at 3.98 µM; 0.35% of 360,000 active; AID 602229, 2012;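 active = inhibition above the mean of all tested compounds plus 3 SD, cut at about 70% in these data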;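 note: 0% = DMSO with NR2E3 transfected cells and 100% = cells lacking NR2E3 construct; higher means lower luciferase signal from less NR2E3 corepressor binding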
Target sequence (Q9Y5X4 whole entry, looked up, the tested form may be a part): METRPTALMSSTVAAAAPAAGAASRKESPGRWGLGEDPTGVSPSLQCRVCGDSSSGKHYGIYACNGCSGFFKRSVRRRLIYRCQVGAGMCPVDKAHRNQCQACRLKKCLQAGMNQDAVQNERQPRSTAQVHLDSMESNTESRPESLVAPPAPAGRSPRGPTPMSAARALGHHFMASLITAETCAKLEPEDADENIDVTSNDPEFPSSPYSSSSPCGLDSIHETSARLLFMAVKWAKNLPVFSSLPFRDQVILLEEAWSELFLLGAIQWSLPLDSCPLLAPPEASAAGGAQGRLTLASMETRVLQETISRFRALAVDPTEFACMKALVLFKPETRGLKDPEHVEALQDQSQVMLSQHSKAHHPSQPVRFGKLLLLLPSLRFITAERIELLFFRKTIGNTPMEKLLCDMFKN
TRPM1 prom inh: inhibitors of MITF-dependent TRPM1 promoter reporter, primary screen, cell-based, SK-MEL-5, single point, luciferase; 0.83% of 330,000 active; inhibition, % at 12.5 µM; SK-MEL-5 TRPM1 promoter luciferase, 24 h;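 active = mean inhibition across replicates of 60% or more, whatever share of single replicates reaches that level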; note: values of inactives mirror those of a sister screen read the other way
Peg3 prom inh: Peg3 promoter-driven luciferase inhibitors, primary screen, cell-based, HeLa, luciferase luminescence. HeLa PEG-Prom luciferase reporter, overnight. inhibition, % at 20 µM. AID 588405, 2011. 1.7% of 360,000 active;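 active = inhibition of at least 50% at 20 µM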
Shn3 inh set2: reduction of Shn3 3'UTR firefly luciferase signal, primary screen, Schnurri-3 inhibitor project, cell-based, Clone20 osteoblasts, set 2. Clone20 osteoblast Shn3 3'UTR firefly luciferase, 24 h. inhibition, % at 12.5 µM. 0.52% of 360,000 active. AID 588674, 2011;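 active = mean inhibition of at least 75% with every replicate also reaching 75%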;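 note: 0% = median of neutral control wells and 100% = pilot-screen positive control compound; some compounds past the cut are filed as inactive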
NR2E3 ag-2: inhibitors of NR2E3-RetCOR corepressor binding, primary screen, NR2E3 agonist project, biochemical, TR-FRET, GST-NR2E3, biotin-RetCOR; Photoreceptor-specific nuclear receptor (Homo sapiens), Q9Y5X4; 1536-well; inhibition of corepressor binding, % at 4.78 µM; 0.12% of 320,000 active; AID 2300, 2010;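 active = percent inhibition above the cutoff of mean plus 3 SD of all tested compounds, set per screening campaign, cut at about 20% in these data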;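 note: 0% = DMSO wells and 100% = biotin wells as full block of FRET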
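System: GST-NR2E3 and biotin-RetCOR proteins; probe or stimulus: 7 nM biotin-RetCOR; doses: compound at 4.8 µM, single dose; schedule: Compound–protein incubation for 5 h at 4 °C; detection: time-resolved FRET; read-out: percent inhibition; controls: biotin wells as high control, 0.6% DMSO wells as low control; format: 1536-well plates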
CaV13 FRET inh: Disruptors of the CACNA1D IQ motif to Ca2+-dependent inactivation inhibitor domain association, primary screening, Förster resonance energy transfer in intact living …; 0.098% of 340,000 active; AID 743397; inhibition, % at 12.3 µM; HEK cells, CFP/YFP FRET ICDI-IQ, plate reader, 10 min; percent FRET-ratio fall versus neutral wells;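 active = mean replicate inhibition of at least 30% and at least 1% of replicates passing that level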;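 note: 0% = median of the neutral control wells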
m5-HT2A agonist: mouse Htr2a agonists via beta-arrestin recruitment, primary screen, cell-based, luminescence; 5-hydroxytryptamine receptor 2A (Mus musculus), P35363; CHO-K1 mHTR2A beta-arrestin complementation; percent of 30 µM serotonin response; activation, % at 7.6 µM; 0.66% of 360,000 active; AID 624169, 2012;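 active = activation above a run cutoff, the mean activation of all tested compounds plus 3 SD, cut at about 14% in these data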;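 note: 0% = plate median of compound wells and 100% = 30 µM serotonin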
* = called active by the depositor; . = no result given.

item	Molecule	H9c2 protect	PDI inh	HIF-2a inh	hiPSC survival	NR2E3 ag-1	TRPM1 prom inh	Peg3 prom inh	Shn3 inh set2	NR2E3 ag-2	CaV13 FRET inh	m5-HT2A agonist
1	Cc1nonc1-c1nc(-c2nonc2N)n[nH]1	0	-2	4	1.7	-18	-5	9	-17	5	-5	4
2	Cc1ccc(OCC(=O)N2CCN(Cc3ccc4c(c3)OCO4)CC2)cc1C	-1	2	9	-0.2	-18	1	20	12	5	-6	3
3	O=c1c(C=Nc2cccnc2Cl)c(O)n(CCCCl)c(=O)n1C1CCCCC1	0	3	23	0.7	18	10	20	9	2	5	-2
4	COc1ccc(CCNCc2ccsc2)cc1OC	-2	-1	15	-0.1	0	-2	5	11	3	5	19*
5	NC(=O)C1(N2CCCCC2)CCN(Cc2ccccc2)CC1	-5	-4	9	1.9	-17	-4	9	1	4	.	2
6	C[C@]12CCC(=O)C=C1CC[C@@H]1[C@@H]2CC[C@]2(C)C(=O)CC[C@@H]12	0	-5	0	-1.9	30	4	-1	-2	0	-4	5
7	O=C1CN=C(c2ccccc2)c2oc3ccc(Br)cc3c2N1	1	-2	-52	0.6	-55	9	11	-8	1	-5	2
8	Cc1cccc(NC(N)=S)c1	-4	-8	16	-1.5	12	0	8	17	4	-9	-2
9	O=C1C=CC(=O)C2C1C1(Cl)C(Cl)=C(Cl)C2(Cl)C1(Cl)Cl (stereo not drawn)	-13	-40	23	-2.3	-22	-4	65*	33	.	-3	2
10	N=c1sc2c(n1Cc1ccccc1)CCCC2	-7	-1	-5	-0.6	-14	-13	16	4	5	-9	0
11	CC(=NCCO)c1c(O)n(C)c(=O)n(C)c1=O	6	5	8	-1.2	-9	4	14	3	-1	-8	1
12	CCOc1ccc(NC(=O)CCNC(=O)N2C[C@H]3C[C@@H](C2)c2cccc(=O)n2C3)cc1	-2	.	-6	-0.4	-9	3	-1	51	-2	.	1
13	COC(=O)C1=C(c2cccc(OCc3ccccc3)c2)C[C@@H]2CC[C@H]1N2C(=O)NNCc1ccccc1	-8	0	2	-1.7	-5	9	15	7	1	-11	9
14	COc1cccc(CNC(=O)CCC(=O)N2C[C@H]3C[C@H](C2)c2cccc(=O)n2C3)c1OC	-4	.	6	3.8	-6	-3	-7	1	-3	.	-2
15	CC(=O)N1N=C2C3CCN(CC3)C2C1c1cccc2ccccc12 (stereo not drawn)	0	.	4	-0.3	15	4	1	1	-1	3	11

Ordered by SMILES length (largest number first): part of the list above.
item	Molecule	H9c2 protect	PDI inh	HIF-2a inh	hiPSC survival	NR2E3 ag-1	TRPM1 prom inh	Peg3 prom inh	Shn3 inh set2	NR2E3 ag-2	CaV13 FRET inh	m5-HT2A agonist
13	COC(=O)C1=C(c2cccc(OCc3ccccc3)c2)C[C@@H]2CC[C@H]1N2C(=O)NNCc1ccccc1	-8	0	2	-1.7	-5	9	15	7	1	-11	9
6	C[C@]12CCC(=O)C=C1CC[C@@H]1[C@@H]2CC[C@]2(C)C(=O)CC[C@@H]12	0	-5	0	-1.9	30	4	-1	-2	0	-4	5
9	O=C1C=CC(=O)C2C1C1(Cl)C(Cl)=C(Cl)C2(Cl)C1(Cl)Cl (stereo not drawn)	-13	-40	23	-2.3	-22	-4	65*	33	.	-3	2
2	Cc1ccc(OCC(=O)N2CCN(Cc3ccc4c(c3)OCO4)CC2)cc1C	-1	2	9	-0.2	-18	1	20	12	5	-6	3
1	Cc1nonc1-c1nc(-c2nonc2N)n[nH]1	0	-2	4	1.7	-18	-5	9	-17	5	-5	4

(listing goes on)
item	Molecule	H9c2 protect	PDI inh	HIF-2a inh	hiPSC survival	NR2E3 ag-1	TRPM1 prom inh	Peg3 prom inh	Shn3 inh set2	NR2E3 ag-2	CaV13 FRET inh	m5-HT2A agonist
16	C[C@@H]1CN([C@H](C)CO)C(=O)CCCn2cc(nn2)CO[C@H]1CN(C)C(=O)Oc1ccc2ccccc2c1	-1	4	3	-2.8	-1	.	-6	-20	.	.	0
17	CC(=O)Nc1cc(C(=O)N2CCC3(CC2)OCCO3)ccc1Sc1ccc(F)cc1	0	5	16	0.0	-13	0	5	-8	-1	4	6
18	Clc1ccc2c(c1)C(c1ccccc1Cl)=NCc1nncn1-2	2	-3	9	-0.7	11	15	12	5	-2	-5	8
19	CCOC(=O)C1CCN(C(C)C(=O)c2c(C)[nH]c3cc(C)ccc23)CC1 (stereo not drawn)	2	3	13	-1.6	8	7	16	3	4	.	1
20	CCCc1c(C)nc(-c2ccc(C)cc2)nc1OC(=O)N(C)C	-8	-5	5	2.3	-3	-11	17	11	2	-1	4
21	Cc1cccc(C)c1OP(N)(=O)Oc1c(C)cccc1C	3	6	34	0.9	-1	3	16	3	0	12	18*
22	CC1(C)C2([N+](=O)[O-])CNCC1([N+](=O)[O-])CNC2	-1	4	0	0.0	-10	-2	10	-23	1	.	4
23	O=P(C(c1ccc2c(c1)OCO2)N1CCOCC1)(N1CCOCC1)N1CCOCC1 (stereo not drawn)	-9	5	-4	-2.9	-16	6	-2	-3	0	-4	1
24	COc1ccccc1-n1c(-c2cccs2)nc2ccccc2c1=O	-3	-1	-19	1.5	4	-1	-14	-6	0	-6	0
25	CCCCn1c(=O)c(C(=O)NCc2ccccc2Cl)c(O)c2ccccc21	26	5	27	0.0	-12	11	16	25	-1	-1	7
26	O=C1NC(=O)C(=Cc2coc3ccc(O)cc3c2=O)C(=O)N1	-9	-7	6	-0.5	-22	5	-2	10	6	5	6
27	COc1cc2c(cc1OC)-c1c3c(cc4c1[C@@H](C2)N(C)CC4)OCO3	10	-6	34	-3.8	-55	-3	61*	-32	-1	-3	-5
28	COc1ccccc1N1CCN(Cc2cccc(OC)c2O)CC1	-3	1	-3	0.7	15	6	6	-22	1	-6	10
29	Cc1cccc(-n2c(/C=C/c3ccc([N+](=O)[O-])o3)nc3ccccc3c2=O)c1	4	-2	20	-3.6	2	86*	86*	-47	3	-5	9
30	CC(C)NC(=O)Cn1cc(C(=O)c2ccccc2F)c2ccccc21	-2	5	10	0.3	20	-1	15	6	2	-6	2
31	Cc1ccc(CN2CCSc3ccc(C(=O)N4CCC5(CC4)OCCO5)cc32)cc1	-5	3	-1	1.0	5	1	41	6	-1	-2	2
32	COc1ccccc1-n1c(/C=C/c2ccccn2)nc2ccccc2c1=O	-2	-7	32	-0.3	-4	20	27	5	0	-4	-1
33	NC(Cc1ccccc1Cl)c1nn[nH]n1 (stereo not drawn)	5	7	11	3.7	30	.	2	-12	.	-18	-4
34	COc1ccc(OCC#CCN2CCCCCC2)cc1	5	12	-41	2.5	-18	-16	-49	-13	0	11	0
35	C=CCn1c(O)c(C(C)=NCCCN2CCOCC2)c(=O)[nH]c1=O	6	-9	11	-1.1	-18	13	-6	10	0	-7	-3
36	O=C(CCC(=O)N1CCC2(CC1)OCCO2)Nc1nnc(C(F)(F)F)s1	15	2	-16	-1.4	-22	-9	-13	6	3	-7	1
37	COC(=O)C1=C(c2ccc(C(C)=O)cc2)C[C@@H]2CC[C@H]1N2C(=O)NCc1ccc2c(c1)OCO2	10	-3	0	-1.8	-5	1	7	-14	1	-10	0
38	CC1(C)C(C(=O)NCc2ccco2)C1(C)C	-2	6	3	0.4	-1	19	-8	15	1	-5	6
39	COc1ccc2[nH]cc(CCN=C(N)N)c2c1	10	-6	-8	2.6	7	1	7	16	1	-6	-3
40	C/C(=N/OC(=O)N(C)C)c1ncc(C(F)(F)F)cc1N1CCOCC1	-5	-3	3	1.6	-13	1	-10	3	-4	-5	1
41	COC(=O)C1=C(c2ccccc2)C[C@@H]2CC[C@H]1N2C(=O)NCc1cccc2ccccc12	3	-6	11	1.3	16	-1	14	-4	-2	-11	2
42	COc1cc(C[C@@H](C)N)c(OC)cc1I	6	0	5	0.3	-2	-6	-6	0	4	-5	61*
43	O=C(CNC(=O)OCc1ccccc1)Nc1ccc(Br)cc1C(=O)c1ccccc1Cl	-8	4	19	-1.4	-5	1	11	-1	0	-3	2
44	Cc1ccc(-n2c(/C=C/c3ccccn3)nc3ccccc3c2=O)cc1	34	13	13	-0.5	-1	28	26	-19	.	-19	0
45	Cc1cc(C(=O)CS(=O)c2ccc(F)cc2)cc(C)c1OC(=O)N(C)C (stereo not drawn)	6	12	-110	-1.2	-23	-18	-56	-39	-1	-4	-1
46	Cc1ccc(C(c2nnnn2Cc2ccccc2)N2CC=C(c3ccc(F)cc3)CC2)cc1 (stereo not drawn)	3	1	-73	-0.1	14	-13	-23	8	2	-15	-4
47	C=CCn1c(O)c(C(C)=NCCCO)c(=O)[nH]c1=O	34	9	14	-3.3	8	4	5	-18	-3	.	4
48	c1ccc(CCNCc2ccccc2)cc1	-3	-10	-16	-0.6	3	-2	-24	-12	-1	-2	13
49	C[C@]12CC[C@@H](O)CC1=CCC1C2CC[C@@]2(C)C1C[C@@H](F)[C@H]2O (stereo partly drawn)	3	3	12	-0.9	-43	0	13	-5	.	-8	-2
50	Cc1ccc(CN2CCCC(C(=O)c3cccc(C(F)(F)F)c3)C2)o1 (stereo not drawn)	-1	1	16	-0.8	-14	-6	13	-13	8	-7	-4
51	CCN(CC)CCOC(=O)c1ccc(N=Cc2c(O)[nH]c(=O)[nH]c2=O)cc1	-4	4	4	0.4	0	1	12	-11	-3	-6	-7
52	[O-][n+]1onc2c1CCC1N(O)CCC21O (stereo not drawn)	2	11	5	-0.5	1	0	1	-8	2	-5	0
53	O=c1[nH]c(Cl)ccc1CN1CCOCC1	2	-1	1	-1.6	1	-2	5	-18	-1	-10	6
54	CCOC(=O)c1c(C=O)c2ccccc2n1Cc1ccccc1	1	-2	-46	0.7	-23	-21	-1	9	-1	-4	4
55	CCCCn1c(O)c(/C=C2/C=CC=N2)c(=O)[nH]c1=O	24	-3	13	0.1	7	6	-6	0	4	-2	-1
56	O=P(NS(=O)(=O)c1ccc(Cl)cc1)(Oc1ccccc1)Oc1ccccc1	8	-1	4	1.4	6	-3	16	-33	3	.	0
57	Cc1cc2oc(=O)cc(-c3cc4ccccc4o3)c2cc1OC(=O)N(C)C	42	3	10	2.3	-11	-2	10	16	3	-13	-9
58	COc1ccccc1CCNC1CCC(C)CC1 (stereo not drawn)	5	2	14	-2.0	-11	-4	-8	9	-2	-5	-4

A portion of the library, so the mix of outcomes need not match the whole.
